# HCV inh: qHTS Assay for Inhibitors of Hepatitis C Virus (HCV) | Potency, µM (titrated, usually from 41.8 µM), inactives show at the highest dose activity change, negative = inhibition, usual class: inhibitors | AID 651820, 2012 | Huh7.5.1 HCVcc-Cre infection, luciferase reporter, 44 h | 340,000 compounds, 3.4% hits; note: potency is the fitted concentration of half-maximal effect
#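 Antiviral activity was scored by luciferase reporter output from cells infected with HCVcc-Cre (~0.5 moi) in presence of compound, 44 h infection period, cells seeded 1,000/well 4 h prior.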
# AmpC no deterg: qHTS Inhibitors of AmpC Beta-Lactamase (assay without detergent). 330,000 compounds, 0.52% hits. Potency, µM (doses to about 57.1 µM), inactives show at the highest dose activity change, negative = inhibition, actives largely listed as inhibitors. AmpC nitrocefin hydrolysis, absorbance 480 nm, 0.0001% Triton;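 note: potency is the fitted concentration of half-maximal effect; plate controls were no compound for no effect and no enzyme for full effect; nearly all actives have a fitted effect of over 20% in size; some results filed as inactive show a strong effect at the top dose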
# Target sequence (P00811 whole entry, looked up): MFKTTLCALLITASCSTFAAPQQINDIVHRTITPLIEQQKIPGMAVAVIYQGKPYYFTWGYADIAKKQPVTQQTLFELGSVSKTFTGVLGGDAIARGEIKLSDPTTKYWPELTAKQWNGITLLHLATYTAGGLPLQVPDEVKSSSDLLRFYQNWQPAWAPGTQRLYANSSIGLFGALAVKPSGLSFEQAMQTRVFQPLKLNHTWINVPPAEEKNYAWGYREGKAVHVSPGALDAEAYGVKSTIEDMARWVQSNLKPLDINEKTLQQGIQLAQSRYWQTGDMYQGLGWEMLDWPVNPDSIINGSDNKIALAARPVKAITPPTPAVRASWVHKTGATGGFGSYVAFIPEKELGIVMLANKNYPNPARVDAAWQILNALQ
#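 20 mM phosphate pH 7.0 + 0.01% (detergent screen) or 0.0001% Triton X-100; 5.3 nM AmpC reagent; cpd preinc 15 min RT; nitrocefin (800 uM stock) to start; A480 q20 s × 4 min; Activity was normalised to no-enzyme and no-compound control wells.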
# AmpC inh detg: qHTS Inhibitors of AmpC Beta-Lactamase (assay with detergent). P00811. AmpC hydrolysis of nitrocefin, absorbance 480 nm, 0.01% Triton. Potency, µM (highest dose often 114 µM), inactives show at the highest dose activity change, negative = inhibition, actives largely listed as inhibitors. 370,000 compounds, 0.041% hits;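 note: potency is the fitted concentration of half-maximal effect; 0% = no-compound wells and -100% = no-enzyme wells; nearly all actives have a fitted effect of over 25% in size; some results filed as inactive show a strong effect at the top dose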
#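 AmpC (5.3 nM in the dispensed reagent) in 20 mM phosphate pH 7.0 with 0.01% (detergent screen) or 0.0001% Triton X-100 was preincubated with compounds for 15 min at room temperature. Nitrocefin was then added from an 800 uM solution, and hydrolysis was followed at 480 nm.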
# Sm TGR inh: qHTS Assay for the Inhibitors of Schistosoma Mansoni Peroxiredoxins; Schistosoma mansoni thioredoxin glutathione reductase (TGR), Q962Y6; purified TGR, DTNB reduction, TNB absorbance 405 nm; Potency, µM (series often up to 114 µM), for inactives: top-dose activity change, negative = inhibition, hits mostly inhibitors; 360,000 compounds, 3% hits; note: potency is the fitted concentration of half-maximal effect; nearly all actives have a fitted effect of over 60% in size
#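 Kinetic colorimetric format: TGR-catalysed, NADPH-driven DTNB reduction monitored via TNB absorbance. Enzyme dispensed at 20 nM; compound exposure 15 min at room temperature before reaction start.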
# HCMV antiviral: qHTS Assay for inhibitors of the human cytomegalovirus (HCMV). HFF cells, HCMV-luciferase reporter, 72 h; stronger effect = lower value. activity change, negative = inhibition, % at 57.5 µM. 410,000 compounds, 4.5% hits; in the data active = activity change below about -60%; inconclusive = no clear call, values can overlap the other calls; inactive = above about -39%
#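 Luciferase read-out from HCMV-luciferase-infected HFFs (MOI 1 PFU/cell) 72 h post infection at 37C; compounds added after 16 h cell attachment; activity normalized between buffer-only basal and Salinomycin (10uM) inhibitor controls.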
# Giardia FBPA inh: qHTS Assay for Inhibitors of Fructose-1,6-bisphosphate Aldolase from Giardia Lamblia. A8B2U2. 290,000 compounds, 0.71% hits. AID 2451, 2010. Potency, µM (titrated, usually from 59.6 µM), for inactives: at the highest dose activity, negative = inhibition, actives largely listed as inhibitors. purified Giardia FBPA; note: potency is the fitted concentration of half-maximal effect; nearly all actives have a fitted effect of over 55% in size
# Target sequence (A8B2U2 whole entry, looked up): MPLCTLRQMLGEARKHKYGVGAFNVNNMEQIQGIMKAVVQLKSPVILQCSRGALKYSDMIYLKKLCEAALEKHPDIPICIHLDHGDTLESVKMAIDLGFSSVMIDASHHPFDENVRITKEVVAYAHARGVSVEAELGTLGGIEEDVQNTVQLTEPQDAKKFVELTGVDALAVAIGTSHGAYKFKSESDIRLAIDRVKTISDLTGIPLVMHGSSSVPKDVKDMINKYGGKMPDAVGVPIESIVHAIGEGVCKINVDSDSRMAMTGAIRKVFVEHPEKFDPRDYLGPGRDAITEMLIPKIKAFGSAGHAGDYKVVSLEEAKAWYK
#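 Giardia FBPA (40 nM reagent) was preincubated 10 min at RT with compound (up to 57.5 uM final), then substrate plus GAPDH/TPI/NAD/arsenate coupling system with diaphorase/resazurin was added; resorufin fluorescence (525/598 nm) was read after 20 min.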
# Active calls of the source: *; u = inconclusive; x = not tested or not shown; [ ] = another dose, or the depositor's remark. Unless noted, calls come from the whole dose curve; as a rule, active = well fitted curve in the direction sought with a large enough effect; inconclusive = small, poorly fitted or top-dose-only effect, or another doubt; inactive = no such curve, though single readings can be large; an effect the other way counts as inactive or inconclusive. Unless noted, % is set by controls: 0 for no effect and ±100 for the full control effect.
# Start of the data: the first seven compounds, to show the layout:
SMILES,HCV inh,AmpC no deterg,AmpC inh detg,Sm TGR inh,HCMV antiviral,Giardia FBPA inh
CC(C)CCn1c(N2CCOCC2)nc2c1c(=O)n(CC(N)=O)c(=O)n2C,3.5%,-0.5%,-10.7%,0.4%,u,0.2%
COc1ccc(S(=O)(=O)N2CCCC2C(=O)Nc2nccs2)cc1 (configuration not stated),7.4%,x,-2.7%,0.9%,10.9,16.9%
CN(CC(=O)Nc1ccc(N2CCOCC2)cc1)C(=O)C12CC3CC(CC(C3)C1)C2,18.7%,-13.2%,-6.3%,-3.6%,u,x
CC(C)[C@H](NC(=O)c1ccco1)C(=O)OCC(=O)Nc1ccc(F)cc1,-7.5%,-16.8%,-10.7%,-8.3%,-24.4,2.0%
CC1Cc2nc(SCC(=O)N3CCOCC3)n(-c3ccccc3)c(=O)c2S1 (configuration not stated),18.1%,-3.9%,u,1.9%,-22.2,-0.7%
Cn1c(NNC(=O)C(c2ccccc2)c2ccccc2)cc(=O)n(C)c1=O,9.3%,-9.6%,5.0%,3.3%,40.3,-12.8%
O=C(NCc1ccc(F)cc1)Nc1ccccc1,9.0%,-24.2%,-3.9%,-1.6%,64.0,-0.6%

# All compounds of this part, repeating the preview:
SMILES,HCV inh,AmpC no deterg,AmpC inh detg,Sm TGR inh,HCMV antiviral,Giardia FBPA inh
CC(C)CCn1c(N2CCOCC2)nc2c1c(=O)n(CC(N)=O)c(=O)n2C,3.5%,-0.5%,-10.7%,0.4%,u,0.2%
COc1ccc(S(=O)(=O)N2CCCC2C(=O)Nc2nccs2)cc1 (configuration not stated),7.4%,x,-2.7%,0.9%,10.9,16.9%
CN(CC(=O)Nc1ccc(N2CCOCC2)cc1)C(=O)C12CC3CC(CC(C3)C1)C2,18.7%,-13.2%,-6.3%,-3.6%,u,x
CC(C)[C@H](NC(=O)c1ccco1)C(=O)OCC(=O)Nc1ccc(F)cc1,-7.5%,-16.8%,-10.7%,-8.3%,-24.4,2.0%
CC1Cc2nc(SCC(=O)N3CCOCC3)n(-c3ccccc3)c(=O)c2S1 (configuration not stated),18.1%,-3.9%,u,1.9%,-22.2,-0.7%
Cn1c(NNC(=O)C(c2ccccc2)c2ccccc2)cc(=O)n(C)c1=O,9.3%,-9.6%,5.0%,3.3%,40.3,-12.8%
O=C(NCc1ccc(F)cc1)Nc1ccccc1,9.0%,-24.2%,-3.9%,-1.6%,64.0,-0.6%
N=c1c(C(=O)NCC2CCCO2)cc2c(=O)n3ccccc3nc2n1Cc1ccccc1Cl (configuration not stated),u,11.5%,-6.0%,-15.4%,-101.4*,x
O=C(NC(=S)Nc1cccc(Cl)c1N1CCCCC1)c1cccs1,u,-45.4%,u,4.3%,14.6,-1.4%
CCC(=O)N1CCc2cc(Br)cc(S(=O)(=O)NCCc3ccccc3Cl)c21,x,x,4.2%,13.5%,-39.9,x
Cc1ccc([N+](=O)[O-])cc1S(=O)(=O)Nc1ccc(N2CCOCC2)cc1,1.4%,-20.4%,u,0.2%,-29.9,2.4%
CC1CCN(C(=O)C2CCN(C(=O)c3cc4sccc4n3Cc3ccc(F)cc3)CC2)CC1,-27.7%,160.0%[activator],-5.3%,-0.9%,x,8.6%
c1cn2cc(-c3ccc4c(c3)OCO4)nc2s1,5.6%,-17.7%,u,-13.4%,30.5,-15.8%
Cc1cc([N+](=O)[O-])c(N2CCC[C@@H]2C(=O)O)c([N+](=O)[O-])c1,-4.4%,u,-0.1%,0.2%,56.8,-3.6%
Cc1ccc(NC(=O)c2cc(-n3cnnc3)ccc2Cl)cc1,u,-22.2%,-10.2%,-2.6%,4.8,-2.5%
Cc1ccc(S(=O)(=O)Nc2ccccc2N2CCCCC2)cc1,u,-17.0%,x,x,-6.4,x
COc1ccc(NC(=O)CCCn2nc(C)c3sc4ccccc4c3c2=O)cc1,x,x,18.6%,5.3%,-6.4,x
O=C(Cn1nc(Cc2cccnc2)c2ccccc2c1=O)NCCCN1CCCC1=O,10.8%,-9.1%,u,-38.2%,8.7,3.3%
O=C(Nc1ccc2c(c1)N(C1CCCC1)C(=O)c1ccccc1S2)c1ccc(F)cc1,x,x,-1.3%,5.7%,u,x
COC(=O)CN1C(=O)c2cccc3cccc1c23,25.4%,-9.1%,-7.2%,-6.6%,-20.6,-2.6%
Cc1ccc(NS(=O)(=O)c2ccc(-c3cc(C)no3)cc2)c(Br)c1,x,x,12.1%,6.6%,-22.0,x
O=C(COc1ccc(C(=S)N2CCOCC2)cc1)N1CCOCC1,27.1%,-4.7%,3.5%,6.0%,90.8,-3.3%
O=C(OCC(=O)c1ccc[nH]1)c1ccc2ccccc2n1,15.8%,-18.1%,-10.3%,-8.7%,27.1,-4.0%
O=C(Nc1nccs1)C1CCCN(S(=O)(=O)c2cccc3cccnc23)C1 (configuration not stated),-19.3%,-22.8%,-11.9%,5.1%,u,0.8%
Cn1c(=N)n(CC(O)c2ccco2)c2ccccc21 (configuration not stated),-20.4%,-17.9%,-8.4%,-18.2%,21.1,-0.1%

# Later entries:
SMILES,HCV inh,AmpC no deterg,AmpC inh detg,Sm TGR inh,HCMV antiviral,Giardia FBPA inh
Cc1ccc(C)c(NC(=S)N2CCC(NC(=O)c3ccc(F)cc3)CC2)c1,-16.0%,-7.8%,-20.2%,-3.2%,6.1,4.9%
COc1ccc(CNC(=O)CSc2nc3ccc(N)cc3s2)cc1,-14.3%,-23.3%,-7.6%,4.1%,46.6,-14.9%
CCCCNc1nc2sc3c(c2c(=O)n1-c1cccc(Cl)c1)CCN(C)C3,3.98µM*,52.8%,u,15.0%,-6.5,-5.4%
Cc1ccc(/C=N/NC(=O)c2c(C)nc3ccc(Br)cn23)cc1,11.0%,-21.1%,-13.1%,-19.6%,-30.0,-6.1%
Nc1c(-c2ccccc2)nc(Cl)nc1-c1ccccc1,u,-21.8%,0.9%,14.4%,u,2.0%
COc1ccc(NC(=O)C(NC(=O)/C=C\c2ccc3c(c2)OCO3)c2ccccc2)cc1 (configuration not stated),x,x,5.0%,1.5%,u,x
Cc1ccc2nc(CSc3nnc(NC(=O)COc4ccccc4)s3)cc(=O)n2c1,x,x,17.8%,-1.6%,u,x
O=C1c2ccccc2C(O)(Cc2ccccc2)N1C1CCCCC1 (configuration not stated),3.4%,x,-2.4%,-22.2%,-17.9,1.6%
Cc1ccnc(NS(=O)(=O)c2cc(-c3cc(C)no3)ccc2C)c1,x,x,-6.0%,3.7%,0.0,x
COc1ccc(O)c(C(=O)c2cnn(C(=O)c3ccc(C)cc3)c2)c1,6.9%,-9.9%,13.0%,-2.2%,-29.3,x
O=C(O)CCCn1nc(C(F)(F)F)c2c1CCCCC2,17.0%,-27.0%,9.7%,3.1%,25.3,29.4%
CCOc1ccc(NC(=O)C2CSC(c3ccncc3)=N2)cc1 (configuration not stated),-7.0%[8.37 µM],-20.1%,-9.4%,-21.2%,17.4,2.0%
CCC(=O)N1c2ccccc2CC1C(=O)NCCCN1CCN(c2ccc(OC)cc2)CC1 (configuration not stated),x,x,7.8%,1.5%,-8.0,x
Cc1c(S(=O)(=O)Nc2cccc(Cl)c2)c(=O)n(C)c(=O)n1C,21.7%,-19.3%,u,-21.1%,14.4,1.9%
CCCCn1c(N)c(N(CCOC)C(=O)CCCc2nc3ccccc3c(=O)[nH]2)c(=O)[nH]c1=O,30.8%[activator],0.4%,-13.0%,1.0%,19.2,x
O=[N+]([O-])c1cnccc1Nc1cccc(F)c1,u,-12.1%,u,-13.6%,-10.7,-2.3%
COc1ccc(CNC(=O)c2c(C)cc(=O)oc2C)cc1OC,3.6%,-22.8%,9.4%,-0.9%,-2.5,-11.1%
CC(C)(C)c1ccc2c(c1)N(CC(=O)N1CCCC1)C(=O)CO2,-3.2%,8.0%,-7.0%,0.0%,3.8,13.5%
COc1ccc(C(=O)c2cc([N+](=O)[O-])ccc2N2CCOCC2)cc1,u,-13.6%,-1.9%,-5.0%,-99.1*,4.1%
C/C(N)=C(\C#N)C(=O)NCc1ccccn1,26.5%,-10.9%,-2.6%,5.5%,74.2,2.3%
S=C(NCCc1ccccc1)Nc1c(Cl)cccc1Cl,-11.0%,-35.8%,-3.3%,-21.0%,17.6,9.98µM*
COc1ccc(-c2cccc(NS(=O)(=O)c3cccs3)c2)nn1,x,x,3.1%,-5.0%,24.2,x
C[C@H](NC(=O)c1ccc(Br)cc1)C(=O)NCc1ccc(S(N)(=O)=O)cc1,-2.8%,4.5%,0.4%,12.4%,-24.8,11.0%
COc1ccc(C(=O)NCCCOC(C)C)cc1OC1CCN(C(C)=O)CC1,24.4%,3.4%,u,6.6%,58.6,4.6%
CCc1ccc(CNC(=O)c2ccc3c(c2)NC(=O)C(N2CCOCC2)S3)cc1 (configuration not stated),u,36.7%,-8.6%,-1.6%,u,-4.4%
NS(=O)(=O)c1cccc(NC(=O)c2cc(=O)c3ccccc3o2)c1,-21.5%,-16.6%,-2.8%,-8.9%,7.1,-6.3%
CN1CCN(S(=O)(=O)c2cccc(C(=O)N(c3ccccn3)C3CCCCC3)c2)CC1,-3.2%,67.5%[activator],-12.2%,-1.5%,17.9,-2.6%
O=C(COC(=O)c1nc(Cl)ccc1Cl)Nc1ccccc1OC(F)F,-1.2%,-20.1%,3.2%,-29.7%,71.5,0.2%
CCOC(=O)/C(N=Nc1cc(C(=O)O)cc(C(=O)O)c1)=C(\O)CCl,-1.2%,-19.0%,0.3%,-10.9%,18.9,-26.8%
Cc1cc(C(=O)CN2C(=O)NC3(CCCc4ccccc43)C2=O)c(C)n1C (configuration not stated),-0.4%,18.2%,-3.6%,-25.7%,19.9,-1.3%

# Rewritten with two lines to a compound: entries from further up
# Values run as follows: HCV inh, AmpC no deterg, AmpC inh detg, Sm TGR inh, HCMV antiviral, Giardia FBPA inh
COc1ccc(C(=O)c2cc([N+](=O)[O-])ccc2N2CCOCC2)cc1
  u, -13.6%, -1.9%, -5.0%, -99.1*, 4.1%
C/C(N)=C(\C#N)C(=O)NCc1ccccn1
  26.5%, -10.9%, -2.6%, 5.5%, 74.2, 2.3%
S=C(NCCc1ccccc1)Nc1c(Cl)cccc1Cl
  -11.0%, -35.8%, -3.3%, -21.0%, 17.6, 9.98µM*
COc1ccc(-c2cccc(NS(=O)(=O)c3cccs3)c2)nn1
  x, x, 3.1%, -5.0%, 24.2, x
